PLAP act: PLAP enzyme activators, biochemical, luminescence, HTS; Alkaline phosphatase, placental type (Homo sapiens), P05187; purified PLAP enzyme, luminescent substrate read-out; stronger effect = higher value; activation fold at 20 µM; 96,000 compounds, 1.2% hits; AID 696, 2007; in the data active means activation fold above about 2
CYP2C19 act: human CYP2C19 activators, primary screen, biochemical, luminescence. recombinant CYP2C19, luciferin-H EGE luminescence; stronger effect = higher value; 0 = fully inhibited enzyme, 1 = untreated enzyme. activation factor at 5 µM. 96,000 tested, under 10 active. AID 1025, 2008;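 active means activation factor of at least 2 at 5 µM in the primary screen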;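 further: 0 = wells with 2.5 mM tranylcypromine and 1 = vehicle-only wells; values of inactives mirror those of a sister screen read the other way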
CYP2C9 inh: blockers of cytochrome P450 2C9 activity – biochemical, luminescence, ADME assay, primary screen | P11712 | CYP2C9 Supersomes, luciferin-H conversion | inhibition, % at 5 µM | 96,000 compounds, 20% hits | AID 777, 2007;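 active means blocking of liver enzyme CYP2C9 beyond about 50% at 5 µM, limit read from the data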; further: values of inactives mirror those of a sister screen read the other way
CYP2C19 inh: blockers of cytochrome P450 2C19 activity – biochemical, luminescence, ADME assay, primary screen | P33261 | CYP2C19 Supersomes, luciferin-H EGE luminescence, 30 min | inhibition, % at 5 µM | 96,000 compounds, 21% hits | AID 778, 2007;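 active means CYP2C19 inhibition above a set limit at 5 µM in the primary screen, cut at about 50% in these data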;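 further: plate controls were negative control wells for no effect and 2.5 mM tranylcypromine positive control for full effect; values of inactives mirror those of a sister screen read the other way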
EphB4 antag: EphB4-ephrin-B2 interaction antagonists, primary screen, biochemical, TNYL-RAW peptide probe, fluorescence polarization. inhibition, % at 7 µM. Ephrin type-B receptor 4 (Homo sapiens), P54760. EphB4 LBD / TNYL-RAW-Alexa532 peptide. 97,000 compounds, 0.15% hits. AID 720, 2007;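 active means inhibition above the screen-wide mean inhibition plus 3 SD, cut at about 15% in these data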;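 further: 0% = DMSO wells and 100% = excess unlabeled TNYL-RAW peptide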
CYP2C9 activ: human CYP2C9 activators, primary screen, biochemical, luminescence. Cytochrome P450 2C9 (Homo sapiens), P11712. recombinant CYP2C9, luciferin-H conversion; stronger effect = higher value; factor 1 = untreated enzyme, 0 = blocked. activation factor at 5 µM. 96,000 compounds, 1.4% hits. AID 1024, 2008;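 active means activation factor of 2 or more for CYP2C9 at a 5 µM dose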;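 further: 0 = sulfaphenazole-blocked wells and 1 = vehicle-only wells; values of inactives mirror those of a sister screen read the other way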
PTK2B oligo ant: antagonists of Pyk2 self-association, primary screen, Q293 cells, FERM NanoBiT luminescence, HTS | Protein-tyrosine kinase 2-beta (Homo sapiens), Q14289 | stronger effect = lower value | z-score (the deposit names both 25 µM and 10 µM) | 99,000 compounds, 0.83% hits | AID 1347419, 2020;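 active means Z-score of -3 or lower, scaled per plate to the spread of control and sample wells; inactive means z-score above -3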;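 further: negative z-score means lost luminescence so less FERM oligomerization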
Target sequence (Q14289 whole entry, looked up): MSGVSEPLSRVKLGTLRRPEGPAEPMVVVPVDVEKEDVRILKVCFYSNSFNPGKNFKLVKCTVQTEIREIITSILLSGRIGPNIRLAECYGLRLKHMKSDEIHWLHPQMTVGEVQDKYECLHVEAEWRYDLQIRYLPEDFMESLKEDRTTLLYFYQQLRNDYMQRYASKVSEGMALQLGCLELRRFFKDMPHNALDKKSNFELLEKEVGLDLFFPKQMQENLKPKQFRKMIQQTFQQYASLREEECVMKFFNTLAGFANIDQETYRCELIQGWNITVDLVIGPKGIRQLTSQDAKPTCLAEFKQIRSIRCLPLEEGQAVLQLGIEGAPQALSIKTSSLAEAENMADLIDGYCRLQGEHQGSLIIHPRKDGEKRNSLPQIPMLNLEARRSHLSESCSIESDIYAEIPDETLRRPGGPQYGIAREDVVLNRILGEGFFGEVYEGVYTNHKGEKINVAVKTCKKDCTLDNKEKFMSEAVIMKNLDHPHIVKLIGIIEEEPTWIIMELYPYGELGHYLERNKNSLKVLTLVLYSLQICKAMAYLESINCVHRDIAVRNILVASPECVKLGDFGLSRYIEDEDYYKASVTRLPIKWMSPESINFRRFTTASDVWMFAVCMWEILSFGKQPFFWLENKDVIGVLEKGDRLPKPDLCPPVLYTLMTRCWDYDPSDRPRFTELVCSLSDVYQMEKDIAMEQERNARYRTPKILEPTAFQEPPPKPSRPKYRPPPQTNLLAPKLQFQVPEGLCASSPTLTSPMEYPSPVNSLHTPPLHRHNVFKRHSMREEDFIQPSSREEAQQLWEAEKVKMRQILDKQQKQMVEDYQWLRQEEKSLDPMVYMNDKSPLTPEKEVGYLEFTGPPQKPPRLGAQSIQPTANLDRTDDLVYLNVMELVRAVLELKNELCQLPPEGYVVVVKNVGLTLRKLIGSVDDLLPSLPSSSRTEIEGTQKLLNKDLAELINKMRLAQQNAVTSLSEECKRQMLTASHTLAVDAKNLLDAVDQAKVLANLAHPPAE
E coli WT exp: growth inhibitors of wild-type E. coli, primary screen, strain BW25113, expanded library, OD600; OD600 absorbance; growth inhibition, % at 100 µM; 98,000 compounds, 0.15% hits; AID 710, 2007;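 active means growth inhibition above about 50% at one test dose, limit read from the data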;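 further: growth measured after 20 h incubation at 37 °C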
PostGolgi yeast: phenotypic screen on post-Golgi transport, primary screen. inhibition, % at 10 µM. post-Golgi transport phenotypic cell assay. 98,000 compounds, 0.9% hits; in the data active means inhibition above about 30%;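 further: yeast cells grown in 1536-well plates; yeast grown about 18 h at 30C before absorbance read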
* hit, by the source's call; . = not tested or not shown.

Below each compound – PLAP act	CYP2C19 act	CYP2C9 inh	CYP2C19 inh	EphB4 antag	CYP2C9 activ	PTK2B oligo ant	E coli WT exp	PostGolgi yeast
1) COc1ccc([N+](=O)[O-])cc1C1NN=C(c2cccc3ccccc23)S1 (stereo not drawn)
  1	0.7	-71	32	5	1.7	-0.02	3	0
2) CN(/N=C/c1c[nH]c2ccccc12)c1cnn(-c2ccc(F)c(Cl)c2)c(=O)c1Cl
  0.8	1.1	0	-9	-1	1	-2.2	-31	-4
3) Cc1ccc(S(=O)(=O)N(C)c2nonc2C)cc1
  1	0.7	15	27	-2	0.9	-0.46	-6	10
4) CCN1CC2=C(OC(N)=C(C#N)C2c2cccs2)/C(=C/c2cccs2)C1 (stereo not drawn)
  1	0.8	30	20	0	0.7	0.39	-4	5
5) COc1ccc(CCC(C(O)C(F)(F)F)S(=O)c2ccccc2)cc1 (stereo not drawn)
  0.9	0.4	50*	60*	0	0.5	-0.02	4	26
6) COc1cccc(CNC(=O)C2CCCN(S(=O)(=O)c3cccc4nonc34)C2)c1 (stereo not drawn)
  0.8	0.9	28	11	6	0.7	0.73	-6	-8
7) N#CC1=C(N)NC(SCc2ccc(Cl)cc2)=C(C#N)C12CCCCC2
  0.9	0	100*	100*	-3	0	-0.86	-5	48*
8) C/C(O)=C(\C#N)c1nc2ccccc2[nH]1
  1	1	27	4	-1	0.7	-1.4	-7	0
9) CCOc1ccc2[nH]c(=O)c(CN(CCO)C(=O)c3ccc(OC)c(OC)c3)cc2c1
  1.1	0.9	13	5	-9	0.9	-0.68	-2	3
10) O=C(CS(=O)(=O)Cc1ccccc1)NCc1ccc2c(c1)OCO2
  1.2	1	-3	1	2	1	0.16	1	3
11) CCOc1ccccc1Nc1nc(N)nc(CN(C)C2CCCCC2)n1
  1.5	0.7	5	28	1	1	-0.38	3	2
12) CC(C)(CNC(=O)c1cc2ccccc2o1)N1CCOCC1
  1	0.9	14	10	-2	0.9	1.8	-2	-4
13) O=C(Nc1ccc2nc3n(c(=O)c2c1)CCCCC3)c1ccccn1
  0.9	0.9	53*	14	.	0.5	.	1	-8
14) CC(C)(C)C(=O)C(Oc1cccc2nonc12)n1cncn1 (stereo not drawn)
  1.1	0.9	-3	12	-6	1	0.66	-2	46*
15) O=C(Nc1cccc2c1CCCC2)c1cc([N+](=O)[O-])ccc1Cl
  0.8	0.8	16	24	7	0.8	-0.44	3	-5
16) CCOC(=O)N1CCC(NC(=O)Cn2cccc2C(=O)c2ccccc2C)CC1
  1.2	0.8	10	16	-3	0.9	1.1	-1	10
17) Cc1cc2c(nn1)CCc1nonc1-2
  0.9	1.1	2	-6	-4	1	0.03	6	1
18) Cc1nnc(SCC(=O)NCCN2C(=O)CSC2=O)s1
  0.9	1	-6	-1	1	1.1	1.1	-2	7
19) Cc1nn(C)c(N)c1C(O)(c1nccn1C)C(F)(F)F (stereo not drawn)
  1.1	1	4	-2	.	1	0.86	-3	3
20) C/C(=N\NS(=O)(=O)c1ccc(C)cc1)c1ccc(Br)s1
  0.9	0.4	71*	58*	1	0.3	0.82	-7	-1
21) CC1CCN(c2[nH]c(=S)c(C#N)c3c2CCCC3)CC1
  0.8	0.8	45	23	1	0.6	0.44	-2	0
22) O=C(c1ccccc1)N1CCN(S(=O)(=O)N2CCCCC2)CC1
  1.3	0.1	49	87*	6	0.5	-0.94	6	-6
23) CN(c1ccc(OCC(=O)NC2CCCC2)cc1)S(=O)(=O)c1cccs1
  0.7	0.9	72*	13	-2	0.3	0.93	-8	19
24) Cc1ccc(-n2nnnc2SCC(=O)NC(=O)Nc2ccc3c(c2)OCCO3)cc1
  0.8	0.8	33	16	-4	0.7	-1.5	1	-2
25) c1ccc(CNc2ncnc3ccccc23)cc1
  1	0.7	2	27	.	1	0.4	28	-8
26) COc1ccc(N=C(N(C)C)P(=O)(N(C)C)N(C)C)cc1
  1.2	0.9	-8	8	-9	1.1	2	-1	9
27) CCCCOCP(=O)(CCCC)COCCCC
  1.1	0.9	0	13	-3	1	0.77	-4	-7
28) Cc1noc(C)c1S(=O)(=O)N1CCCC(C(=O)Nc2ccc(Cl)cn2)C1 (stereo not drawn)
  1	0.6	9	36	3	0.9	-0.15	-9	0
29) Cn1nc(C(F)(F)F)c(C(=O)Nc2ccc(F)cc2F)c1Sc1ccc(C(F)(F)F)cc1
  1	0.3	34	69*	4	0.7	-0.7	-5	-10
30) Cc1ccc(NC(=O)/C(=C\c2cccnc2)NC(=O)c2ccco2)cc1
  1	0.9	10	6	0	0.9	-0.79	6	9
31) COc1cccc(C(=O)NCCC2=CCCCC2)c1
  0.9	0.1	43	93*	2	0.6	0.67	4	3
32) CC(C)OC(=O)CSc1nnc(-c2ccc(Cl)cc2Cl)n1N
  0.9	0.3	59*	65*	-2	0.4	0	8	1
33) CCn1c(SCC(=O)c2ccc(CNC(C)=O)o2)nnc1-c1cccs1
  1.2	0.6	1	39	-5	1	-0.39	9	-3
34) Cc1ccc(S(=O)(=O)c2cc3c(=O)n4cccc(C)c4nc3n(Cc3ccco3)c2=N)cc1C
  1.6	0.8	38	21	.	0.6	.	.	.
35) O=[N+]([O-])c1cc([N+](=O)[O-])c(N2CCOCC2)cc1NCc1ccccc1
  1.1	0.7	86*	29	-5	0.1	-2	-15	9
36) CC(=O)/C(=N/Nc1cccc(Cl)c1)N1CCOCC1
  1.2	0.3	65*	72*	-3	0.4	0.46	8	15
37) Cc1ccc2c(CC(=O)O)coc2c1
  1.1	0.9	-8	5	3	1.1	0.6	-9	0
38) Cc1cc(S(=O)(=O)Nc2ccccc2C)ccc1F
  .	.	.	.	-2	.	-0.3	6	6
39) COc1ccc(/C=C2/SC(=O)N(NS(=O)(=O)c3ccccc3)C2=S)cc1OC
  1.6	1.1	70*	-6	0	0.3	-0.77	5	1
40) CCOC(=O)c1[nH]c(C)c(/C(O)=C2\C(=O)C(=O)N(CCN(C)C)C2c2ccco2)c1C (stereo not drawn)
  1.4	1.1	3	-8	.	1	-0.88	.	.
41) COc1ccc(OCC(O)Cn2c(=N)n(CCN3CCCCC3)c3ccccc32)cc1 (stereo not drawn)
  1.3	1	3	-2	.	1	0.67	7	1
42) CCOC(=O)COc1ccc(S(=O)(=O)c2ccc(OCC(=O)OCC)cc2)cc1
  0.8	1	42	5	1	0.6	0.72	2	2
43) O=C(Nc1ccc(F)cc1F)c1ccc(-n2cncn2)nc1
  1	0	76*	100*	-3	0.2	0.65	-2	-4
44) Cc1ccc2[nH]c(=O)c(CN(CCCN3CCOCC3)Cc3nnnn3C3CCCC3)cc2c1
  1.7	0.6	5	36	-2	0.9	0.34	-1	-2
45) CCCC(c1nnnn1Cc1ccco1)N1CCN(C2CCCC2)CC1 (stereo not drawn)
  1.5	0.8	8	23	.	0.9	1.1	0	4
46) CCCCn1c(SCc2ccc(C(=O)OC)o2)nc2cc(S(N)(=O)=O)ccc21
  1.3	0.8	4	23	2	1	-0.79	8	9
47) Cn1c(Cc2ccccc2)nnc1SCC(=O)c1ccc(Br)s1
  0.9	0.2	70*	75*	-3	0.3	-0.45	1	13
48) Cc1ccc(S(=O)(=O)NCc2cn3ccsc3n2)c(C)c1
  1.2	0.9	21	11	0	0.8	0.51	-8	-2
49) CCN(CC)C(=O)C1CCCN(Cc2ccc(OC)c(C)c2C)C1 (stereo not drawn)
  1	1	-2	-1	.	1	0.16	1	-12
50) Cc1ccc(NC(=S)NNC(=O)c2nn(C)cc2Cl)cc1
  1.9	0.6	9	41	-7	0.9	-0.09	2	15
51) CCOc1ccccc1NS(=O)(=O)c1ccc(OC)c(OC)c1
  .	.	.	.	-4	.	0.4	-4	7
52) COc1cccc(N2CC(O)=C(c3nc4ccccc4c(=O)[nH]3)C2=N)c1
  1.4	0.9	-17	7	-3	1.2	-1.3	-5	5
53) CCOC(=O)c1cc2c(ccn2C)n1Cc1ccccc1C
  1.2	0.6	12	35	1	0.9	-0.88	-10	1
54) COCCn1cc(C(=S)N2CCOCC2)c2ccccc21
  1	1.1	-33	-5	2	1.3	0.59	3	4
55) Cc1ccccc1-c1nc(CS(=O)(=O)CC(=O)Nc2cc(F)ccc2F)c(C)o1
  1.1	1.1	15	-9	.	0.9	.	-15	-7
56) COc1ccc(-n2cccc2C=O)cc1OC
  1	1	-3	3	-3	1	0.13	6	-2
57) CN(CC(=O)NC1CCCCC1)S(=O)(=O)c1ccc(Cl)cc1
  1	0.9	4	6	-4	1	0.29	-3	-5
58) O=C(c1ccc2nc(-c3ccco3)c(-c3ccco3)nc2c1)N1CCN(c2ccccc2)CC1
  1.4	0.6	37	41	-8	0.6	-1.4	-13	-11
59) CCn1c(SCC(=O)Nc2cc(C)on2)nnc1-c1ccncc1
  0.9	0.3	18	73*	-11	0.8	1.5	-1	1
60) COc1cccc(C(=O)COC(=O)C(C)N2C(=O)c3ccccc3C2=O)c1 (stereo not drawn)
  0.9	0.8	5	25	-4	1	0.54	-2	-2

Continued.
Below each compound – PLAP act	CYP2C19 act	CYP2C9 inh	CYP2C19 inh	EphB4 antag	CYP2C9 activ	PTK2B oligo ant	E coli WT exp	PostGolgi yeast
61) O=C(NCCCN1CCOCC1)c1ccccc1-c1ccccc1
  1.3	0.9	1	10	-8	1	0.45	3	1
62) CC(C)(C)N1C(=O)c2ccc(C(=O)Nc3nccs3)cc2C1=O
  1	1.1	10	-5	-10	0.9	0.5	1	0
63) COc1cc2c(O)c3c(c(-c4ccc5c(c4)OCO5)c2cc1OC)C(=O)OC3
  0.9	0.8	68*	19	0	0.3	-2.8	-15	-1
64) CC(=O)c1ccc(OC(=O)C2c3ccccc3Oc3ccccc32)cc1
  1.1	1	7	2	-2	0.9	1.4	-15	1
65) CC1CCN(S(=O)(=O)c2cccc(S(=O)(=O)N3CCOCC3)c2)CC1
  1.5	0.8	25	21	-7	0.8	0.07	2	-3
66) CN1CCN(CCCC(=O)c2ccc(F)cc2)CC1
  1	1.1	-13	-8	2	1.1	0.11	5	0
67) CCN(c1ccccc1)S(=O)(=O)c1ccc(C(=O)Nc2nnc(COC)o2)cc1
  1.5	1.1	70*	-8	2	0.3	-2.3	11	-3
68) O=C(NC1CCCCCC1)c1c(O)c2ccccc2[nH]c1=O
  1	0.7	31	27	2	0.7	0.8	-13	0
69) O=C(O)CSCc1cnn(-c2ccccc2)c1-n1cccc1
  .	.	.	.	-8	.	0.72	-2	5
70) CC(=O)c1c(C)nc2ccc(Cl)cn12
  1	1.1	8	-6	5	0.9	-0.53	8	1
71) O=C(COc1ccc(-c2nnc(N3CCCCC3)c3ccccc23)cc1)N1CCCCC1
  .	.	.	.	-4	.	-1.5	6	-1
72) Cc1cc(C)nc(/N=C(\N)Nc2cc([N+](=O)[O-])ccc2C)n1
  1	0.8	9	16	2	0.9	-0.59	6	2
73) CC1CCN(C(=O)C2CCN(CCCc3ccccc3)CC2)CC1
  2.2*	0.7	30	32	.	0.7	.	-4	12
74) Cc1nn(Cc2ccccc2Cl)c(Cl)c1/C=C/C(=O)OCC(=O)NC(N)=O
  0.9	1.2	-5	-15	5	1.1	-0.26	-7	6
75) Cc1ccc(Cn2c(SCCN3CCCCC3)nc3c2c(=O)[nH]c(=O)n3C)cc1
  1.4	1	8	0	-5	0.9	.	5	3
76) Nc1ccc(N2CCOCC2)c(Cl)c1
  0.8	0.9	12	7	3	0.9	-1.1	-6	-7

Screening results (PubChem)
